Compound activity from PubChem BioAssay.
TNAP inh no acc = blocks human TNAP activity with no phosphate acceptor present; inhibition, % at 20 µM; hit rate 0.26% among 200,000; purified TNAP, CDP-star luminescence, 30 min; P05186;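 active = tissue-nonspecific alkaline phosphatase inhibition above about 50% at 20 µM in the single-dose screen, limit read from the data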;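 also: 0% = DMSO negative control and 100% = EDTA positive control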
Target sequence (P05186 whole entry, looked up): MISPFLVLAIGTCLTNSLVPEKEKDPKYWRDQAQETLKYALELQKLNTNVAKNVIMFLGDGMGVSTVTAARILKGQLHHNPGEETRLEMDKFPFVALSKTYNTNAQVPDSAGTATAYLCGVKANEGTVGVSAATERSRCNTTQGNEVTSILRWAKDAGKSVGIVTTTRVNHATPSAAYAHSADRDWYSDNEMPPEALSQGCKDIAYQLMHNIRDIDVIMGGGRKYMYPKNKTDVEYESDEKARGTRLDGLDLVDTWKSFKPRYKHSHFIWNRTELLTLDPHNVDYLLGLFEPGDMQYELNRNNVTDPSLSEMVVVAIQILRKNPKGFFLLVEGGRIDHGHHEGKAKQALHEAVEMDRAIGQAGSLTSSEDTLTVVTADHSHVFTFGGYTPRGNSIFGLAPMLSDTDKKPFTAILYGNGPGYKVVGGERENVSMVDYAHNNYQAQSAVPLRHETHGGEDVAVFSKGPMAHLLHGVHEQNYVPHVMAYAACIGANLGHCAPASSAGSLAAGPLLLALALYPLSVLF
APP 5'UTR act = activates APP 5'UTR luciferase reporter | SH-SY5Y APP 5'UTR luciferase reporter, luminescence; zero percent = DMSO vehicle wells | activation, % at 2 µM | hit rate 1% among 190,000 | AID 1276;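 active = activation above a set limit, based on mean plus 3 SD of controls, cut at about 140% in these data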; also: values of inactives mirror those of a sister screen read the other way
TNAP inh hiacc = inhibitors of human TNAP at high phosphate acceptor concentration. inhibition, % at 20 µM. AID 1135. P05186. purified TNAP, CDP-star luminescence, 1 M DEA. hit rate 0.03% among 200,000;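 active = over 50% inhibition of tissue-nonspecific alkaline phosphatase at 20 µM in the single-dose screen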;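 also: plate controls were DMSO wells for no effect and EDTA-quenched wells as full inhibition for full effect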
FLuc inhib CS = inhibits firefly luciferase, flagging false hits in luciferase inhibition screens; P08659; ATPLite firefly luciferase biochemical luminescence, 10 min; inhibition, % at 10 µM; hit rate 1.5% among 200,000; AID 1006;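 active = inhibition above about 50% when tested at 10 µM, limit read from the data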
Target sequence (P08659 whole entry, looked up): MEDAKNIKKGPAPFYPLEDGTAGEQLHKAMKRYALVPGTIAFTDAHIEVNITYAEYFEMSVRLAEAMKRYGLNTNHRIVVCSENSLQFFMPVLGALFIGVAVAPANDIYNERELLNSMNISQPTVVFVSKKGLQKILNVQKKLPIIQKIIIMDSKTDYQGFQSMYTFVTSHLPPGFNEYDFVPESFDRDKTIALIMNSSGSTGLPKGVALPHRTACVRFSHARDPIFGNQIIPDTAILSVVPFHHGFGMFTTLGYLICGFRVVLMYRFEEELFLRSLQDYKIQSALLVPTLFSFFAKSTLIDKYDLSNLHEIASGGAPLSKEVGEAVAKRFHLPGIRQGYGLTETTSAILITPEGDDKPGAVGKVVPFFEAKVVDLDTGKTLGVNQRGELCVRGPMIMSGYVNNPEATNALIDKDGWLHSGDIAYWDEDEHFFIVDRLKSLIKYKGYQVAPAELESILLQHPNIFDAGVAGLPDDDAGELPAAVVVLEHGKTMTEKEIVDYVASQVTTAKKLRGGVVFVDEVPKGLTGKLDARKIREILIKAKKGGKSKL
NF-kB neuron act = raises NF-kB expression in human neuronal cells; NF-kB reporter expression; hits give high values; fold change at 12.5 µM; hit rate 1.6% among 190,000; AID 1239; in the data active = fold change above about 3.3
PMI act = phosphomannose isomerase (human) activation; P34949; purified human PMI, coupled resazurin fluorescence, 20 min; hits give high values; 1 = vehicle control, 0 substrate-free wells; activation factor at 20 µM; hit rate 0.005% among 190,000;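 active = activation factor of 2 or more at 20 µM, relative to plate controls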
TNAP act hi DEA = activators of human TNAP at high phosphate acceptor concentration; P05186; purified TNAP, CDP-star luminescence, 1 M DEA, 30 min; hits give high values; 0 = EDTA background, 1 = DMSO-only activity; activation factor at 20 µM; 200,000 tested, under 10 active;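 active = activation factor at least 2 at 20 µM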
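Measured by: Luminescent substrate turnover signal | Test system: Human TNAP | Input: TNAP 1/800 final | Dosing: 20 µM single point | Schedule: 30 min, room temperature | Controls: EDTA wells as negative control, DMSO wells as positive control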
bIAP act = increases bovine intestinal alkaline phosphatase activity. purified bovine IAP, CDP-star luminescence, 30 min; hits give high values; fold of DMSO-control signal, blank-subtracted. activation factor at 20 µM. AID 1016. hit rate 0.17% among 200,000;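 active = activation factor of 2 or more at 20 µM, a signal rise over negative controls twice the positive control's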
PMI act satM6P = increases human PMI activity with near-saturating mannose 6-phosphate | hit rate 0.34% among 190,000 | AID 1216 | coupled PMI enzyme assay, resazurin fluorescence, 20 min; hits give high values; 1 = untreated enzyme, 0 = substrate-free blank | activation factor at 20 µM | P34949;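 active = activation factor of 2 or more at 20 µM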
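Material: human phosphomannose isomerase with PGI, G6PDH, diaphorase coupling enzymes; amount: PMI at 15 ng/mL final; also added: Mannose-6-phosphate 1.0 mM (near-saturating) plus 0.22 mM NADP+; incubation: enzyme reaction with compound 20 min at room temperature; signal: resorufin fluorescence (Ex 544/Em 590 nm) from resazurin via diaphorase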
FLuc act counter = firefly luciferase counter-screen for stimulation assays; ATPlite luciferase biochemical, luminescence, 10 min; 0 = ATP-free wells, 1 = DMSO control; 200,000 tested, under 10 active; AID 1027; activation factor at 10 µM; P08659;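 active = luciferase activation factor, scaled between plate controls, of at least 2 with compound at 10 µM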
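assay system = Luciferase/luciferin detection reagent, cell-free biochemical luciferase assay | also added = ATP substrate | times = 10 min post-reagent at room temperature | measured by = luminescence from luciferase reaction | measure = luciferase activation, seen as luminescence increase over controls | benchmarks = low control with PBS replacing ATP, high control enzyme plus ATP without compound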
The depositor's hits bear a star; x = no result given.

SMILES	TNAP inh no acc	APP 5'UTR act	TNAP inh hiacc	FLuc inhib CS	NF-kB neuron act	PMI act	TNAP act hi DEA	bIAP act	PMI act satM6P	FLuc act counter
CCc1nnc(NC(=O)c2cccc(S(=O)(=O)N(C)c3ccccc3)c2)s1	-5	2	-4	-6	1	1.1	1	1	1.2	1.1
COc1cccc(NC(=O)CCP(C)(=O)O)c1	-10	x	-2	2	1.2	1	1	1	1	1
CCOC(=O)CCC(NC(=O)CC(=O)NC(CCC(=O)OCC)C(=O)OCC)C(=O)OCC (stereo not given)	-10	-1	-7	-2	1.1	1	1.1	1.1	1.1	1
CC(=O)Oc1ccc(-c2ccc(C(=O)O)cc2)cc1	-7	5	-4	-4	1.3	1	1	0.9	0.9	1
COCCn1nc2cc(C(=O)NCc3cc(C(F)(F)F)cc(C(F)(F)F)c3)ccc2c1OC	-4	13	-3	-1	1.1	0.9	1	1.1	1	1
Cc1ccc(S(=O)(=O)NC(C)C(c2cccs2)N2CCN(c3ccccc3)CC2)cc1 (stereo not given)	5	4	-5	-6	0.99	0.8	1	0.8	0.8	1.1
COCc1cc(CN2CCN(Cc3ccsc3)C(CCO)C2)ccc1OC (stereo not given)	-6	0	-3	-7	0.91	x	1	0.9	x	1.1
Cc1ccc2c(c1)C1CN(C)CCC1N2C(=S)NC(=O)c1ccc(Br)cc1 (stereo not given)	-19	-13	0	-7	0.6	0.9	1	1.1	0.8	1.1
O=C1c2cccc3cc(Br)cc(c23)C(=O)N1Nc1ccccc1	-8	6	-2	-4	1.1	1	1	0.9	1	1
Cc1ccc(S(=O)(=O)N(C)CC(=O)Nc2ccncc2)cc1	-7	-10	1	-4	0.99	1	1	1	1	1
CCOC(=O)c1c(NC(=O)c2cccs2)sc(CC)c1-c1cccs1	-13	-9	0	-8	0.85	0.9	1	0.9	0.8	1.1
O=C(CCSCc1ccccc1F)NCc1cccnc1	-6	3	-3	-10	1.5	1.1	1	0.9	1.1	1.1
Nc1c2c(nc3ccccc13)CCC2	-11	-14	-5	-5	1.3	1.1	1.1	0.9	1	1.1
FC(F)(F)COc1nc(N/N=C/c2cccnc2)nc(N2CCCCC2c2ccccn2)n1 (stereo not given)	-15	2	-3	-5	0.86	1	1	1	1.1	1.1
CCc1ccc(-c2cc(C(=O)Nc3c(C)n(C)n(-c4ccccc4)c3=O)c3ccccc3n2)s1	-13	2	-5	3	0.46	0.9	1.1	1	0.9	1
CSc1oc(-c2ccco2)nc1S(=O)(=O)c1ccc(Br)cc1	-10	19	-6	-4	1.2	1.1	1.1	0.9	1.3	1
COCCNC(=O)c1cnn2c(C(F)(F)F)cc(-c3ccc(C)cc3)nc12	-6	1	-4	-7	0.56	1	1	1.1	1	1.1
CCOC(=O)C1=C(C)NC(=O)C(C(N)=O)C1c1ccccc1 (stereo not given)	-11	x	-2	-4	1.1	0.9	1	1	0.9	1
Cc1cc(C)nc(SCC(=O)N/N=C/c2cccn2-c2ccc(O)cc2)n1	-7	-4	-4	-7	0.79	0.8	1	1	0.9	1.1
Cc1nccn1-c1ccc(C(F)(F)F)cc1NC=O	-15	-7	-8	-3	0.9	1	1.1	0.9	1	1
COc1cccc(NC(=O)N2CCN(c3nnnn3-c3ccccc3)CC2)c1	-8	2	-1	0	1.1	0.9	1	1	0.8	1
Cc1c(C(N)=O)sc2ncn(CC(=O)N3CCC(C)CC3)c(=O)c12	-10	18	-7	-4	0.91	1.1	1.1	1	1.1	1
Cc1oc(C(=O)O)cc1COc1ccccc1Cl	-8	2	-2	1	0.64	0.9	1	0.9	1	1
CCCCC1(C(=O)OCC)CC(CSC(=N)N)OC1=O (stereo not given)	14	26	-2	-2	x	1	1	0.8	1.1	1
O=C(NCCc1ccccc1)C(=O)Nc1ccc2c(c1)OCCO2	1	38	-5	-5	2.1	1.1	1	0.9	1.1	1
COc1cc(/C=C/C(=O)OCC(=O)NCc2ccco2)ccc1OCC#N	-3	9	-1	3	1.1	1.1	1	0.7	1.1	1
CCn1c(CCn2ccnc2C)n[nH]c1=S	-1	-8	0	-8	0.95	0.9	1	0.9	0.9	1.1
COc1cccc(NC(=S)NC2CC(C)(C)NC(C)(C)C2)c1	-21	8	0	-5	1.1	0.9	1	1	0.9	1
CCN(/C=N/c1sc2c(c1C#N)CC(C)(C)NC2(C)C)CC	-8	x	-6	-3	1	0.9	1.1	0.8	1	1
COC(=O)[C@@H]1CC[C@H](C)[C@@H](c2ccc(C)cc2)N1C(=O)c1ccc(/C=N/OC[C@@H](O)COCc2ccco2)cc1	-4	7	-4	-6	0.81	0.8	1	0.9	0.8	1.1

Laid out differently: results already given.
The line under a structure holds: TNAP inh no acc, APP 5'UTR act, TNAP inh hiacc, FLuc inhib CS, NF-kB neuron act, PMI act, TNAP act hi DEA, bIAP act, PMI act satM6P, FLuc act counter
> COc1cccc(NC(=S)NC2CC(C)(C)NC(C)(C)C2)c1
→ -21, 8, 0, -5, 1.1, 0.9, 1, 1, 0.9, 1
> COc1cc(/C=C/C(=O)OCC(=O)NCc2ccco2)ccc1OCC#N
→ -3, 9, -1, 3, 1.1, 1.1, 1, 0.7, 1.1, 1
> COCCNC(=O)c1cnn2c(C(F)(F)F)cc(-c3ccc(C)cc3)nc12
→ -6, 1, -4, -7, 0.56, 1, 1, 1.1, 1, 1.1
> CSc1oc(-c2ccco2)nc1S(=O)(=O)c1ccc(Br)cc1
→ -10, 19, -6, -4, 1.2, 1.1, 1.1, 0.9, 1.3, 1
> O=C(NCCc1ccccc1)C(=O)Nc1ccc2c(c1)OCCO2
→ 1, 38, -5, -5, 2.1, 1.1, 1, 0.9, 1.1, 1

The results go on:
SMILES	TNAP inh no acc	APP 5'UTR act	TNAP inh hiacc	FLuc inhib CS	NF-kB neuron act	PMI act	TNAP act hi DEA	bIAP act	PMI act satM6P	FLuc act counter
Cc1ccc(C2=[N+]([O-])C3(CCCCC3=O)N(O)C2(C)C)cc1 (stereo not given)	-7	-7	-6	-3	0.88	1.1	1.1	1	1.3	1
CCN1C(=O)/C(=C2/C=CC=CN2C)SC1=S	18	-7	22	0	1.1	0.9	0.8	0.8	0.9	1
O=C(Nc1ccccn1)C1(c2cccs2)CCOCC1	-8	-11	-9	-1	1.2	1	1.1	1.1	1	1
OC(CNCc1ccco1)COc1ccccc1 (stereo not given)	-8	6	-3	-9	1.1	1.1	1	0.8	1	1.1
O=c1c2ccccc2nnn1Cc1ccccc1Cl	-4	14	1	2	1	0.9	1	0.8	0.9	1
C=CCOC(=O)C1=C(C)Nc2[nH]c(=O)[nH]c(=O)c2C1c1cccc(OC)c1 (stereo not given)	-6	7	-2	-4	1	0.9	1	1	0.8	1
CCC(C)NC(=O)COC(=O)Cc1sc(N)nc1-c1ccc(C)cc1 (stereo not given)	-8	7	-3	1	1	1	1	0.9	1	1
CCOc1ccccc1NC(=O)c1nc[nH]c1C(=O)Nc1ccccc1OCC	-16	14	0	-4	1.5	1	1	1	1	1
COc1ccc(CCNC(=O)COC(=O)c2cnc(C)cn2)cc1	-15	-2	-9	-8	1	0.9	1.1	1	0.9	1.1
COC(=O)c1ccc(C(=O)OC)c(NC(=O)CN2CCN(c3ccc(OC)cc3)CC2)c1	-6	-5	-2	-8	0.87	1	1	0.9	1	1.1
O=C(c1ccc(CNc2c(NC3CCCCC3)c(=O)c2=O)cc1)N1CCc2ccccc21	-24	3	0	6	1	1.1	1	1.1	1	0.9
Cc1ccc(C(=O)N/C(=C/c2cccs2)C(=O)NCc2ccco2)cc1	17	-10	0	-2	1	0.9	1	0.8	0.9	1
CCOc1ccc2c(c1)C(c1ccc(C)cc1)=NNC(c1ccc(C)cc1)=N2	-5	74	-3	8	2.1	1	1	1.4	1	0.9
CCN(CC)c1ccc(/C=C/C(=O)C2C(=O)C=C(C)OC2=O)cc1 (stereo not given)	-2	164*	15	49	1.9	1.2	0.8	0.7	1.3	0.5
CCN1CCCC1CNC(=O)C1CCN(C(=O)c2cc3sccc3n2Cc2ccc(F)cc2)CC1 (stereo not given)	-14	-13	-2	-9	1.1	1.1	1	1.2	1	1.1
O=C(CN1CCN(c2ccccn2)CC1)Nc1cccc(C(F)(F)F)c1	-6	2	0	-4	1	1.1	1	1.1	1.1	1
Cc1ccc(CC2CC(=O)N(c3cc(C)on3)C2=O)cc1 (stereo not given)	-12	x	-2	-6	1.1	0.9	1	1	1	1.1
CC(C)(C)[C@H]1C=C(C(=O)N2CCN(Cc3ccc4c(c3)OCO4)CC2)O[C@@H](OCCCCO)C1	0	2	-3	4	1.1	0.9	1	1.1	0.9	1
CC(C)[C@@H]1CC[C@@H](C)c2c(-c3ccccc3)n[nH]c21	1	-13	-5	-5	1.3	0.9	1.1	0.8	0.9	1
COc1ccc(-c2nnn(CC(=O)c3c[nH]c4ccccc34)n2)cc1OC	-4	-3	0	-5	0.55	0.8	1	0.9	0.9	1
CC(C)N(C(=O)Cc1ccccc1[N+](=O)[O-])C(C)C	-11	-1	-4	-3	1	1	1	1	1	1
CCn1ncc(C2=NOC(C(=O)NCc3ccc(OC)cc3)C2)c1C (stereo not given)	-8	5	-6	-1	1.1	1	1.1	0.9	1.1	1
Cc1ccc(-n2c(SCc3nc4ccccc4c(=O)[nH]3)nnc2-c2ccccc2O)cc1	-32	-8	0	-8	1.1	1.1	1	0.8	1.2	1.1
Cc1cccc(C)c1NC(=O)N1C2CCCC1CC(NC(=O)C(C)(C)C)C2 (stereo not given)	-8	26	0	0	0.93	1	1	1	1	1
Clc1ccc(OCCCc2nc(-c3ccncc3)no2)c(Cl)c1	-7	3	-2	-1	0.52	0.8	1	1	0.9	1
O=C1C2CC=CCC2C(=O)N1c1n[nH]c(CCc2ccccc2)n1 (stereo not given)	79*	0	2	-5	1.3	0.9	1	0.7	0.9	1.1
CC(C)Oc1ccccc1C1CC(=O)Nc2cc3c(cc21)OCCO3 (stereo not given)	-5	-95	-8	-17	3.9*	0.9	1.1	0.9	1	1.2
COC1CCCCC1Nc1cc(C)cc(C)c1 (stereo not given)	-26	1	-5	-4	1.2	0.9	1.1	0.8	1	1
Cc1ccc(OCC(=O)NCCc2c[nH]c3ccccc23)cc1	-3	-7	2	-2	1.2	1	1	0.9	1	1
CC(=O)N1CCN(S(=O)(=O)c2c(F)cc(F)c(Cl)c2F)CC1	8	-8	-1	-7	0.94	1	1	1	1	1.1
Nc1nonc1-c1nc2ccccc2n1CC(=O)NC1CCCC1	-20	-4	-4	-6	1.1	0.9	1	0.9	0.9	1.1
COc1ccc(Br)cc1/C=C/C(=O)Nc1ccc2ccccc2c1	-18	0	-4	-7	1.4	0.7	1	0.9	0.7	1.1
Cc1ccccc1C(=O)NNC(=O)C(C)N1C(=O)c2ccccc2C1=O (stereo not given)	-12	6	-3	-4	1.1	0.9	1	1	1	1
COc1ccc(NC(=O)/C(=C/c2ccc(OC(C)=O)c(OC)c2)NC(C)=O)cc1	19	4	2	-6	1.1	0.9	1	0.8	1.1	1.1
